PrPC surface inh: inhibitors of human cell surface prion protein PrPC, primary screen, cell-based, TR-FRET | TR-FRET read-out | inhibition, % at 13.8 µM | 370,000 tested, 0.43% active | AID 720596, 2013; in the data active = inhibition above about 24%; note: 0% = median of the test wells and 100% = reference compound wells
PfHsp40 yeast: rescue of yeast from PfHsp40 toxicity, primary screen, S. cerevisiae, ATP luminescence. 340,000 tested, 0.68% active. growth rescue, % at 12.5 µM. S. cerevisiae expressing PfHsp40, growth rescue. AID 504582, 2011; in the data active = growth rescue above about 28%, passing the limit was not always enough;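 note: yeast W303a lacking pdr1 and pdr3 grown in galactose medium; growth measured after three days at 30 °C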
TcdB inh: TcdB glycohydrolase inhibitors, primary screen, biochemical, single point, plate reader; TcdB glycohydrolase enzymatic assay; inhibition, % at 9.99 µM; 350,000 tested, 0.24% active; in the data active = inhibition above about 10%
SSB-PriA inh: inhibitors of Klebsiella pneumoniae PriA binding to SSB C-terminal tail, primary screen, biochemical, AlphaScreen | AID 1272365, 2023 | AlphaScreen SSBct-PriA binding, biotinylated peptide | 430,000 tested, 0.6% active | inhibition, % at 33 µM; in the data active = inhibition mostly above about 37%, no sharp cut-off; inactive = mostly below about 20%;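 note: plate controls were negative control peptide for no effect and reference peptide for full effect; strong numbers were not always called active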
BH1578 lux ind: inducers of Vibrio cholerae quorum light production without autoinducers, primary screen, BH1578 luxS cqsA deficient, single point. activation, % at 18.7 µM. V. cholerae BH1578 lux reporter, luminescence, 6 h. 350,000 tested, 0.16% active; in the data active = activation mostly above about 9.7%, no sharp cut-off; note: not every result past the cut was called active; inactives centre near 0; reference of the scale not given here
Y pestis TopoI: Yersinia pestis topoisomerase I inhibitors, primary screen, biochemical, cleavage product accumulation, plate reader, single point; DNA topoisomerase I (Yersinia pestis CO92); Y. pestis Topo-I cleavage product accumulation; activity, % at 10 µM; 360,000 tested, 0.064% active; AID 504884, 2011; in the data active = activity above about 50%, passing the limit was not always enough; note: inactives centre near 2
3CLpro inhibitor: SARS-CoV 3CLpro protease inhibitors, primary screen, biochemical, quenched FRET | recombinant SARS-CoV 3CLpro, quenched FRET peptide cleavage | inhibition, % at 6 µM | 290,000 tested, 0.14% active | AID 1706, 2009; in the data active = inhibition above about 12%
Anthrax LF prot: Bacillus anthracis LF protease inhibitors, primary screen, biochemical, multiplex microsphere, MLPCN library; multiplex microsphere protease cleavage assay; inhibition, % at 10 µM; 360,000 tested, 0.12% active; note: plate controls were buffer without enzyme for full effect and enzyme alone for no effect
BoNT-A LC inh2: BoNT/A light chain protease inhibitors, primary screen, biochemical, flow cytometry, MLPCN library; Botulinum neurotoxin type A light chain protease (Clostridium botulinum A str. ATCC 3502); multiplex microsphere protease substrate cleavage; inhibition, % at 10 µM; 360,000 tested, 0.17% active; AID 588499, 2011; note: plate controls were buffer without enzyme for full effect and enzyme alone for no effect
* marks the source's active call; other numbers are inactive results; i = inactive; / = no result given; & = joins results of further samples. Cut-off read from the data, not from the text of the source, unless noted: active = inhibition above about 30%; inconclusive = no clear call, values can overlap the other calls; inactive = below that. The list is partial; the hit share may differ from the screen's.

SMILES	PrPC surface inh	PfHsp40 yeast	TcdB inh	SSB-PriA inh	BH1578 lux ind	Y pestis TopoI	3CLpro inhibitor	Anthrax LF prot	BoNT-A LC inh2
COc1ccc(-c2csc(C(C)(O)c3ccccc3)n2)cc1OC (stereo unspecified)	5	/	2.3	/	-0.1	3	/	-8	0.1
CC12CCC3C(CC=C4CC(O)CCC43C)C1C/C(=C\c1cccc(F)c1)C2=O (stereo unspecified)	-3	-1.1	/	7	3.4	17	2	1	-0.2
COC(=O)c1nc(-c2ccccc2)oc1N1CCOCC1	-3	0.6	2.0	-20	1.4	2	-2	-7	-0.1
CCOC(=O)c1ccc(NC(=O)NCc2ccccn2)cc1	0	-0.6	3.2	-6	i	-1	4	4	0.8
COC(=O)CN=Cc1c(O)n(-c2ccc(Cl)cn2)c(=O)c2ccccc12	-7	-1.3	0.5	-4	i	-5	4	0	-0.7
CN(C)S(=O)(=O)c1ccc(C(=O)NCc2nc3ccccc3s2)cc1	3	-0.3	1.4	-7	-0.6	-5	-2	2	2.1
CCCNC(=O)COc1ncnc2sc(C)c(C)c12	-1	0.1	/	1	-0.4	7	-3	-2	-0.6
O=C(N/N=C/c1cc2c(cc1Br)OCO2)c1cc2ccccc2o1	0	-0.9	2.5	/	i	4	0	2	1.6
CCc1ccc(OCC(=O)NNC(=O)C2CCC2)cc1	3	-0.2	0.8	4	-0.3	5	/	/	/
COc1cccc(-c2ccc(C#N)c(SCC(=O)NCCc3ccccc3)n2)c1	10	-0.9	1.3	2	-0.2	2	-1	3	-1.2
Cc1ccc2c(c1)C(=O)C(=O)N2Cc1ccc(Cl)cc1	-10	11	2.6	-10	-7.1	6	/	-1	-0.5
CCOC(=O)C1=NN(C(=O)Cc2ccccc2)C(O)(c2ccc(Cl)cc2)C1 (stereo unspecified)	5	1.6	/	-1	-2.4	9	4	1	1.4

An excerpt from above in order of SMILES length, descending:
SMILES	PrPC surface inh	PfHsp40 yeast	TcdB inh	SSB-PriA inh	BH1578 lux ind	Y pestis TopoI	3CLpro inhibitor	Anthrax LF prot	BoNT-A LC inh2
CC12CCC3C(CC=C4CC(O)CCC43C)C1C/C(=C\c1cccc(F)c1)C2=O (stereo unspecified)	-3	-1.1	/	7	3.4	17	2	1	-0.2
CCOC(=O)C1=NN(C(=O)Cc2ccccc2)C(O)(c2ccc(Cl)cc2)C1 (stereo unspecified)	5	1.6	/	-1	-2.4	9	4	1	1.4
O=C(N/N=C/c1cc2c(cc1Br)OCO2)c1cc2ccccc2o1	0	-0.9	2.5	/	i	4	0	2	1.6

Remaining list, next part.
SMILES	PrPC surface inh	PfHsp40 yeast	TcdB inh	SSB-PriA inh	BH1578 lux ind	Y pestis TopoI	3CLpro inhibitor	Anthrax LF prot	BoNT-A LC inh2
O=C(Nc1nncs1)C1COc2ccccc2O1 (stereo unspecified)	8	0.7	/	-15	-0.6	-8	2	0	0.3
Cc1nnc(N(CCC#N)CCC#N)s1	1	-0.4	/	-9	i	-2	-3	-1	-1.0
COc1ccccc1CN1CCC(CNS(=O)(=O)c2cc(-c3cc(C)no3)ccc2C)CC1	-12	2.2	1.8	-2	-0.3	3	-4	0	-0.3
O=C(C=Cc1ccccc1)CC(c1ccccc1)N1CCOCC1 (stereo unspecified)	-4	1.9	1.0	/	i	16	/	1	-1.1
C=CCOc1ccc(CNc2ccc(NC(=O)CCC)cc2)cc1OCC	5	0.9	/	-4	2.6	6	-2	0	-0.5
CC(Sc1nnc(Cc2ccccc2)o1)C(=O)NC1(C#N)CCCCC1 (stereo unspecified)	-7	1.0	0.7	-1	1.8	1	/	-7	-0.2
COc1ccc(-n2ncc3c(SCC(=O)NNC(C)=O)ncnc32)cc1	2	0.5	-0.3	-4	i	-2	2	3	0.3
COc1ccc(-c2nc3ccccc3nc2-c2ccc(OC)cc2)cc1	-6	2.3	-0.6	-41	-4.3	44	4	-7	8.0
CCC(COC)NCc1cn(-c2ccc(F)cc2F)nc1-c1ccccc1C (stereo unspecified)	1	0.4	0.1	-7	-0.2	-8	-1	0	-1.1
CN(Cc1ccccc1)c1nc2c(c(=O)[nH]c(=O)n2C)n1C	0	0.3	/	-12	i	2	4	-4	1.7
COCCN1CCN(C(=O)c2cc(COc3ccc(Cl)cc3OC)on2)CC1	-5	-2.4	0.5	-1	1.6	7	-4	3	1.5
CCOc1ccc(NC(=O)Cn2nc(C(N)=O)c3ccccc3c2=O)cc1S(=O)(=O)N1CCCC1	-1	-0.5	1.1	12	-0.3	-6	/	2	-0.6

Gathered by group: the compounds so far with fluorine
SMILES	PrPC surface inh	PfHsp40 yeast	TcdB inh	SSB-PriA inh	BH1578 lux ind	Y pestis TopoI	3CLpro inhibitor	Anthrax LF prot	BoNT-A LC inh2
CC12CCC3C(CC=C4CC(O)CCC43C)C1C/C(=C\c1cccc(F)c1)C2=O (stereo unspecified)	-3	-1.1	/	7	3.4	17	2	1	-0.2
CCC(COC)NCc1cn(-c2ccc(F)cc2F)nc1-c1ccccc1C (stereo unspecified)	1	0.4	0.1	-7	-0.2	-8	-1	0	-1.1

(cont.)
SMILES	PrPC surface inh	PfHsp40 yeast	TcdB inh	SSB-PriA inh	BH1578 lux ind	Y pestis TopoI	3CLpro inhibitor	Anthrax LF prot	BoNT-A LC inh2
CCCCOc1ccccc1NC(=O)CSc1nnnn1C(C)(C)C	2	2.1	/	-27	-1.4	4	-1	-2	-3.6
CCOC(=O)c1c(C)[nH]c(O)c1C=Nc1ccc(Cl)cc1	9	-0.4	/	-8	i	16	0	-4	0.4
CC1=Nn2c(nc(-c3ccccc3)c2-c2ccccc2)NC(=O)C1Br (stereo unspecified)	-14	1.3	/	-6	0.5	1	-3	-1	1.1
O=C(NC1CCCCC1)n1c(=O)oc2ccccc21	4	0.0	/	-6	6.2	0	2	0	-0.5
O=C(O)CSC1CC(=O)N(c2ccc(Cl)cc2)C1=O (stereo unspecified)	1	0.3	/	-10	-0.4	0	-2	-5	-0.6
Cc1cc(/C=C2/NC(=O)NC2=O)c(C)n1-c1ccc(C#N)cc1	4	-0.7	0.7	-4	-0.2	7	3	-16	-1.1
N#C/C(=C\C=C\c1ccccc1)c1nc(-c2ccc3c(c2)OCO3)cs1	5	-0.7	/	-22	i	-5	5	21	52*
COCCCNc1c2c(nc3ccccc13)CCC2	3	/	0.6	/	i	-7	/	3	0.4
COc1ccc(C(CNC(=O)c2oc3ccc(Br)cc3c2C)N2CCCCC2)cc1 (stereo unspecified)	-3	1.8	-0.6	8	-1.3	10	3	-5	-0.5
COc1ccc(Cl)cc1N1C(=O)C2CCCN2C1c1ccccc1F (stereo unspecified)	14	-0.4	-2.5	-5	i	11	-8	-6	-1.0
CC(=O)c1ccc(Nc2c([N+](=O)[O-])ccc3nonc23)cc1	-12	-0.8	-0.2	0	-0.5	-10	3	12	-0.2
COc1ccc(S(=O)(=O)N2CCOCC2)cc1NC(=O)c1ccccc1-c1ccc(C(F)(F)F)cc1	8	-1.1	/	7	i	-5	2	1	-0.4
Cc1cccc(N2CCN(C(=O)c3cc(=O)[nH]c4ccccc34)CC2)c1C	-3	1.1	2.2	-16	i	21	41*	-6	-0.8
COC(=O)[C@]1(C)N[C@H](CN(C)C(=O)c2ccc(C(C)(C)C)cc2)[C@@H]2C(=O)N(C)C(=O)[C@@H]21	12	-1.0	0.3	-2	i	2	/	-4	-0.5
Cn1c(-[n+]2c(-c3ccccc3)cc(-c3ccccc3)cc2-c2ccccc2)nc2c([N+](=O)[O-])cccc21	-19	1.2	-11	22	-0.2	-10	-1	-2	2.4
CCN(CC)C(=O)c1cc(S(=O)(=O)N2CCCCC2)c[nH]1	-1	0.1	0.5	-1	/	-5	0	2	-0.8
Cn1ncnc2c(=O)n(C)c(=O)nc1-2	/	0.2	/	-6	-0.4	6	/	-2	-0.1
COc1ccc(N2CCN(C(=O)c3ccc(Br)o3)CC2)cc1	-1	-0.5	0.5	21	-0.1	10	-4	0	-3.6
O=C(Nc1ccc(Br)cn1)c1ccc2nccnc2c1	-18	0.0	/	6&-13	i	-2	0	0	0.2
O=C(CCNS(=O)(=O)c1ccccc1F)N1CCN(S(=O)(=O)c2cccc(F)c2)CC1	3	-0.8	1.1	-10	-0.7	7	/	/	/
C=CCn1c(=O)c2ccccc2n2c(SCc3nc(N)nc(Nc4ccccc4C)n3)nnc12	3	-2.0	1.2	-14	-0.1	3	1	1	-1.6
CC(=O)c1ccc(NC(=O)CSc2nnc3ccc(-c4ccccn4)nn23)cc1	-8	-1.4	2.9	-13	-1.2	6	/	2	4.0
COc1ccc(CCNCCN2CCOCC2)cc1	12	0.0	0.2	-11	-0.4	-1	0	13	-0.9
N#CCn1c(CN2CCCC2)nc2ccccc2c1=O	4	-0.7	-0.2	-10	-0.7	-9	1	1	1.9
CC(=O)Nc1cc2nc(C)n(Cc3ccccc3[N+](=O)[O-])c2nc1C	-4	-0.6	-0.1	-11	-0.3	-6	2	-8	0.9
COc1ccc(CCNC(=O)/C=C/c2ccc(C)cc2)cc1OC	7	-0.4	/	-9	3.8	0	-2	0	3.9
CN(C)/C=C1\C(=O)N(c2ccc(Cl)c(Cl)c2)CS1(=O)=O	-7	0.2	-0.9	-5	i	3	-6	-1	-0.7
Clc1ccc(CSc2ncccn2)cc1	-6	-0.2	-1.3	-41	4.2	2	-1	-8	-0.5
Cc1ccc(C(=O)OCC(=O)NC2CC2)cc1S(=O)(=O)N1CCOCC1	5	-0.2	-9.1	-12	i	-5	/	-12	-0.1
COc1ccc(C(=O)CCC(=O)N2CCN(c3cc(C)ccc3C)CC2)cc1	6	-0.2	2.2	-3	-0.5	29	1	0	1.2
NC(=O)C1CCN(C(=O)c2ccco2)CC1	-6	-1.8	/	9	i	-1	-2	2	-0.2
Cc1noc(C)c1C(=O)OC(C)C(=O)NC(C)c1ccc(Cl)cc1Cl (stereo unspecified)	7	-0.6	1.6	-1	-0.7	4	/	7	1.4
CCC(=O)NCCNc1nc2cc(C)cc(C)c2cc1C#N	-9	0.1	-2.9	-22	-1.6	3	3	0	-1.2
O=S(=O)(Nc1ccc(Cl)cc1)c1cccc2cccnc12	10	-1.5	2.2	4	i	-6	3	-8	-0.2
CCN(CC)C(=O)Cn1cc(C=C2C(=O)N(C)C(=O)N(C)C2=O)c2ccccc21	3	-0.4	-0.2	-7	i	-2	4	-7	-1.6
COc1cccc(Oc2cncnc2-c2ccc(OC)cc2O)c1	9	56*	/	-25	-0.3	9	-3	-3	0.2
C=CCn1c(C)nnc1SCC(=O)Nc1oc(C)c2c(C)n[nH]c(=O)c12	-5	0.2	-0.9	-7	i	8	/	/	/
NC(=O)C1CCN(C(=S)c2cccs2)CC1	6	0.2	/	-2	-0.2	1	1	0	0.3
NC(=O)CC(NC(=O)Cc1cccc2ccccc12)c1ccc(N2CCC(Br)CC2)c([N+](=O)[O-])c1 (stereo unspecified)	-7	0.0	1.0	10	i	-4	/	-11	-0.9
Nc1nc(Sc2c([N+](=O)[O-])cc(C(F)(F)F)cc2[N+](=O)[O-])n[nH]1	-1	-0.1	0.7	9	-0.8	-3	4	4	-1.6
CC12CC(NC(=O)N1c1ccc(C(=O)N3CCN(c4ccc(F)cc4)CC3)cc1)c1ccccc1O2 (stereo unspecified)	-6	0.4	/	-13	i	11	-2	-3	-0.8
O=C(CCNC(=O)c1ccccc1Cl)NNC(=O)c1ccccc1O	-5	0.7	2.1	1	-1.6	5	/	3	-1.1
CS(=O)(=O)N(CC(=O)N1CCOCC1)c1cc(C(F)(F)F)ccc1Cl	-5	1.3	1.0	-15	-0.6	-1	4	-13	-0.5
CCC(C)NC(=O)C1CCC(CNS(=O)(=O)c2ccc3c(c2)CC(C)N3C(=O)C2CC2)CC1 (stereo unspecified)	5	-1.3	1.4	-3	-0.3	19	3	0	-0.2
CCCCNC(=O)Cn1cnc([N+](=O)[O-])n1	5	0.8	0.7	3	-0.3	-3	1	0	4.6
Cc1ccc(S(=O)(=O)Nc2ccccc2F)cc1C(=O)NNC(=O)c1csc(N2CCOCC2)n1	-2	0.4	-1.0	3	-1.2	4	/	3	3.6

Assay outcomes as filed in PubChem BioAssay.
